Screening data from PubChem.
PAFAH1B3 FP inh: PAFAH1B3 (human) inhibition; Q15102; recombinant PAFAH1B3, FP-rhodamine probe, fluorescence polarization; inhibition, % at 3.39 µM; actives 0.28% (n = 340,000); AID 492972;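 active = inhibition above the screen-wide average of all tested compounds plus 3 SD, cut at about 25% in these data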;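 note: 0% = enzyme with DMSO only and 100% = wells lacking PAFAH1B3 protein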
EBNA-1 inhibitor: blocks EBNA-1 binding to DNA | EBNA-1 DNA binding, fluorescence polarization | actives 0.34% (n = 300,000) | inhibition, % at 14.8 µM; in the data active = inhibition above about 28%
PAFAH2 inh: inhibitors of human PAFAH2; recombinant PAFAH2, FP-rhodamine activity probe, fluorescence polarization; inhibition, % at 3.39 µM; actives 0.99% (n = 340,000); AID 492956;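 active = inhibition above the mean over all tested compounds plus 3 SD, cut at about 30% in these data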;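 note: inhibitors block probe labeling of enzyme so polarization drops; 0% = enzyme with DMSO and 100% = wells lacking PAFAH2 protein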
pPAFAH FP inh: inhibitors of human plasma PAF acetylhydrolase (pPAFAH); Q13093; recombinant pPAFAH, FP-rhodamine probe fluorescence polarization; inhibition, % at 3.39 µM; actives 1.5% (n = 330,000);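 active = inhibition above the mean inhibition across the screen plus 3 SD, cut at about 25% in these data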;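 note: inhibitors block binding of the rhodamine activity-based probe so polarization drops; 0% = enzyme with DMSO and 100% = wells lacking pPAFAH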
ZTA DNA inh: counter-screen for EBNA-1 inhibitors: inhibitors of Epstein-Barr virus ZTA; P03206; inhibition, % at 11 µM; actives 0.15% (n = 320,000); ZTA-DNA binding, fluorescence polarization; in the data active = inhibition above about 33%
Target sequence (P03206 whole entry, looked up): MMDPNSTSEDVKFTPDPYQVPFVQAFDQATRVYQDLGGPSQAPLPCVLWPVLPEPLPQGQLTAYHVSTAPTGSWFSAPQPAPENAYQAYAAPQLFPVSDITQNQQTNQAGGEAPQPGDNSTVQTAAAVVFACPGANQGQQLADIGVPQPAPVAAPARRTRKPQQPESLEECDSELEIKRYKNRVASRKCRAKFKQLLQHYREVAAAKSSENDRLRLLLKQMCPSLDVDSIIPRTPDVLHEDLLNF
PREPL inh: inhibitors of human prolyl oligopeptidase-like enzyme PREPL. actives 0.68% (n = 320,000). recombinant PREPL, fluorescence polarization activity-based probe. Q4J6C6. inhibition, % at 5.96 µM; in the data active = inhibition above about 43%;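 note: 0% = enzyme with DMSO and 100% = wells lacking enzyme; many of its hits are not listed in these tables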
Target sequence (Q4J6C6 whole entry, looked up): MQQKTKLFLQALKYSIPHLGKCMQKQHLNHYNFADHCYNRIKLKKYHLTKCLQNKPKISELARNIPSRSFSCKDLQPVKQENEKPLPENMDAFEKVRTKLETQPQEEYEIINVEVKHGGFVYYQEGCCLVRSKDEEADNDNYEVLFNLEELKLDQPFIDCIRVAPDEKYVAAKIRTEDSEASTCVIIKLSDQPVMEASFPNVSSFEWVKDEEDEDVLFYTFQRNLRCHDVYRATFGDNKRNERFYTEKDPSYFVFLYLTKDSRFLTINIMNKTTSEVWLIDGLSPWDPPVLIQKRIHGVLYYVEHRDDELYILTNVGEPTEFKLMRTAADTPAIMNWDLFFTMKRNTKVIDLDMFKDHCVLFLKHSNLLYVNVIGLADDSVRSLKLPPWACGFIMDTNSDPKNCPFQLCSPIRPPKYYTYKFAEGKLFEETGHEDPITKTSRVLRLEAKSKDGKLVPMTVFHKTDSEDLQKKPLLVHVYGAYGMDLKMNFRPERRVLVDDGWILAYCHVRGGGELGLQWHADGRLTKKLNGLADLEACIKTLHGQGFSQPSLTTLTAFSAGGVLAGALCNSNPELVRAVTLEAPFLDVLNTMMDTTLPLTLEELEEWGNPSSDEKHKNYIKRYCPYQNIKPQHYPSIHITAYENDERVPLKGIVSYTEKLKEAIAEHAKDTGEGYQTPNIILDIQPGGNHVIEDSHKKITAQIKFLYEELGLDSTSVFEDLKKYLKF
LYPLA2 counter: blocks human lysophospholipase 2, a PME1 counter-screen. inhibition, % at 5.9 µM. recombinant LYPLA2, FP-Rh probe fluorescence polarization. actives 0.38% (n = 320,000). O95372. AID 2177;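 active = inhibition above the screen-wide mean plus 3 SD, limit set per campaign, cut at about 26% in these data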;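 note: 0% = LYPLA2 with DMSO and 100% = wells lacking LYPLA2 enzyme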
PAFAH1B2 inh: inhibitors of human PAFAH1B2 | P68402 | recombinant PAFAH1B2, FP-rhodamine activity probe, fluorescence polarization | inhibition, % at 3.39 µM | actives 1.2% (n = 340,000) | AID 492953;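 active = inhibition above the mean of all tested compounds plus 3 SD, cut at about 24% in these data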;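 note: 0% = enzyme with DMSO and 100% = wells lacking PAFAH1B2; many of its hits are not listed in these tables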
LYPLA1 counter: blocks human lysophospholipase 1, a PME1 counter-screen; AID 2174; recombinant LYPLA1, FP-Rh probe fluorescence polarization; O75608; actives 0.16% (n = 320,000); inhibition, % at 5.9 µM;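 active = inhibition above the mean of all tested compounds plus 3 SD, set per campaign, cut at about 14% in these data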;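 note: inhibitors block serine hydrolase probe labeling of LYPLA1 so polarization falls; 0% = enzyme with DMSO and 100% = wells lacking LYPLA1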
Active calls of the source: *; · = not tested or not shown; & = joins results of further samples. Some of the compounds tested; the hit share may differ from the screen's.

Labels used below – A = PAFAH1B3 FP inh; B = EBNA-1 inhibitor; C = PAFAH2 inh; D = pPAFAH FP inh; E = ZTA DNA inh; F = PREPL inh; G = LYPLA2 counter; H = PAFAH1B2 inh; I = LYPLA1 counter
Cc1ccc2c(c1)nnn2C1CCN(S(=O)(=O)c2ccc(C(=O)N(C)C3CCCCC3)cc2)CC1
  A = -4	B = 3	C = 4	D = 0	E = 8	F = 12	G = 9	H = 7	I = -1

O=C(Nc1cccc([N+](=O)[O-])c1)c1ccc(N2CCCC2=O)cc1
  A = 5	B = 4	C = 2	D = -3	E = 8	F = -4	G = -6	H = 8	I = -3

O=C(CCNC(=O)c1ccc([N+](=O)[O-])cc1)Nc1cccc(S(=O)(=O)N2CCCCCC2)c1
  A = 0	B = ·	C = -2	D = 14	E = 1	F = 11	G = 11	H = -5	I = -1

CC(=O)c1ccc(NC(=S)NC(=O)/C=C/c2ccccc2)cc1
  A = 9	B = 6	C = -10	D = -3	E = -1	F = 16	G = -3	H = 1	I = -2

CC(C)(C)[C@H]1COC(=O)[C@@H](NC(=O)OCC2c3ccccc3-c3ccccc32)C/C=C\C[C@@H](CC(=O)N[C@@H](CO)Cc2ccccc2)C(=O)N1
  A = 1	B = ·	C = 1	D = 4	E = ·	F = 18	G = ·	H = 0	I = ·

O=C1C(NS(=O)(=O)c2cccs2)=C(N2CCOCC2)C(=O)c2ccccc21
  A = 4	B = -1	C = 1	D = 1	E = 7	F = 15	G = 8	H = 1	I = 2

CCOc1ccccc1-c1cc(-c2n[nH]c(=S)n2CC)c2ccccc2n1
  A = -6	B = 2	C = -2	D = -1	E = 24	F = -7	G = -6	H = 4	I = -3

CCn1c(O)c(C2=c3ccccc3=NC2=O)c2cc(Br)ccc21
  A = ·	B = 6	C = ·	D = 6	E = -1	F = 0	G = 2	H = ·	I = 3

COc1ccc(OC)c(S(=O)(=O)NCC(c2ccc3c(c2)OCO3)N2CCOCC2)c1 (centres undefined)
  A = -5	B = -6	C = 4	D = 0	E = -13	F = 2	G = -2	H = -3	I = 2

CCOc1cccc(-c2nnc(SCC(=O)NC3CC3)n2C)c1
  A = 0	B = 13	C = 15	D = 1	E = 0	F = -1	G = 4	H = -4	I = 0

Cc1nc(-c2coc3cc(O)c(C)cc3c2=O)cs1
  A = 4	B = 1	C = 6	D = 1	E = -4	F = 11	G = 2	H = 4	I = 2

C=CCOc1ccc(C(=O)c2ccccc2)c(OCC(=O)NC2(C#N)CCCC2)c1
  A = 1	B = -6	C = 6	D = 35*	E = 11	F = 4	G = -6	H = -3	I = -2

COc1ccc(CSc2nc(O)cc(=O)n2CC(C)C)cc1F
  A = -8	B = 9	C = -10	D = 17	E = -1	F = -8	G = -9	H = -7	I = -8

CCOC(=O)C1CCN(C(=O)COC(=O)CCOc2ccc(C)cc2)CC1
  A = -1	B = -8	C = 11	D = -1	E = 9	F = 10	G = 0	H = 3	I = -2

CCOc1ccc(CN(C)C(C)C(=O)NCCc2ccc(F)cc2)cc1 (centres undefined)
  A = 1	B = -8	C = 0	D = -4	E = -14	F = -7	G = -10	H = 7	I = -1

CCOC(=O)c1cc(-c2cccnc2)nn1-c1ccccn1
  A = -1	B = -7	C = -5	D = 1	E = -13	F = 8	G = 8	H = -6	I = -2

CC(=O)C1=C(O)C(=O)N(c2ccc(O)cc2)C1c1ccccc1 (centres undefined)
  A = 4	B = -10	C = -1	D = 2	E = 2	F = -3	G = 1	H = 3	I = -2

CCc1ccc(NC(=S)Nc2cc(C(=O)O)ccc2N2CC3CC(C2)c2cccc(=O)n2C3)cc1 (centres undefined)
  A = -3	B = 2	C = 9	D = 15	E = 21	F = 3	G = -3	H = 14	I = -3

Cc1ccc(-n2c(-c3ccc(Br)cc3)c[n+]3c2CCc2ccc4cccnc4c2-3)cc1
  A = 5	B = -10	C = -2	D = -6	E = -1	F = 23	G = -1	H = -3	I = 1

COc1ccc2c(c1)nc(NCCO)n2C
  A = 9	B = -9	C = -1	D = 1	E = 6	F = 13	G = 3	H = 5	I = 2

Cc1ccc(CN2C(=O)c3ccccc3C2C(=O)NCC2CCCO2)cc1 (centres undefined)
  A = 0	B = -2	C = -4	D = 1	E = 4	F = 23	G = 7	H = 1	I = 0

CC(=O)c1ccc(NC(=O)CSCCO)cc1
  A = 13	B = -2	C = 0	D = 3	E = -3	F = -2	G = -6	H = 4	I = -3

COc1cc2nc(NC(=O)c3ccc(Cl)cc3)[nH]c(=O)c2cc1OC
  A = -10	B = 9	C = -7	D = -3	E = 8	F = 2	G = -7	H = 2	I = -2

Cc1ccc(CN2CCCN(Cc3ccc(F)cc3Cl)S2(=O)=O)cc1
  A = 14	B = -12	C = -1	D = -3	E = -21	F = -19	G = 0	H = -4	I = -4

CC1=C(C(=O)NCc2ccc3c(c2)OCO3)C2(CCC(C)CC2)OC1=O (centres undefined)
  A = 4	B = -1	C = 4	D = 1	E = 2	F = 5	G = 7	H = 8	I = 0

Some values from the results shown:
Result for CCOC(=O)C1CCN(C(=O)COC(=O)CCOc2ccc(C)cc2)CC1 under LYPLA1 counter: -2
Result for Cc1ccc2c(c1)nnn2C1CCN(S(=O)(=O)c2ccc(C(=O)N(C)C3CCCCC3)cc2)CC1 under EBNA-1 inhibitor: 3
Result for COc1cc2nc(NC(=O)c3ccc(Cl)cc3)[nH]c(=O)c2cc1OC under LYPLA1 counter: -2
Result for CCn1c(O)c(C2=c3ccccc3=NC2=O)c2cc(Br)ccc21 under ZTA DNA inh: -1
Result for Cc1nc(-c2coc3cc(O)c(C)cc3c2=O)cs1 under EBNA-1 inhibitor: 1

Remaining list, next part.
Labels used below – A = PAFAH1B3 FP inh; B = EBNA-1 inhibitor; C = PAFAH2 inh; D = pPAFAH FP inh; E = ZTA DNA inh; F = PREPL inh; G = LYPLA2 counter; H = PAFAH1B2 inh; I = LYPLA1 counter
CCN(CCn1cccn1)Cc1c(C(=O)N2C[C@@H](C)O[C@@H](C)C2)nc2ccc(Cl)cn12
  A = 7	B = -21	C = 3	D = -3	E = -4	F = 21	G = 2	H = 7	I = 5

Cc1cc(C)c(C#N)c(N2CCOCC2)n1
  A = -6	B = 3	C = 1	D = 7	E = -7	F = -2	G = 13	H = -4	I = 5

C=CCCCCCCCCC(=O)NNC1CC(=O)N(c2ccccc2)C1=O (centres undefined)
  A = -3	B = -8	C = 3	D = 21	E = -9	F = 7	G = 2	H = 13	I = -1

Cc1coc2c1c(C)cc1oc(=O)c(CC(=O)NCCCCCC(=O)O)c(C)c12
  A = 8	B = 4	C = 3	D = 1	E = -1	F = -7	G = 0	H = 3	I = 2

O=C(OCc1ccc(Br)cc1F)c1cc2ccccc2oc1=O
  A = 2	B = -6	C = 8	D = 2	E = -15	F = 19	G = -3	H = 6	I = 0

COc1cc(N2CCCC2)ccc1[N+](=O)[O-]
  A = -7	B = -14	C = 0	D = -5	E = -17	F = 13	G = 6	H = -2	I = 4

Cc1ccsc1/C=C1/SC(=O)N(CC(=O)N2CCOCC2)C1=O
  A = 0	B = -12	C = -1	D = 7	E = -15	F = -19	G = 14	H = 3	I = 3

O=C(NCC(Cl)c1ccc2ccccc2c1)c1c(F)cccc1F (centres undefined)
  A = 9	B = -6	C = -1	D = 2	E = -8	F = 8	G = -10	H = 5	I = 1

CC1=C(C#N)CCC(=O)N1Cc1ccc(C)cc1
  A = 5	B = 2	C = -4	D = 6	E = 21	F = -2	G = 1	H = 8	I = 1

CC(C)N(Cc1nc(-c2ccc(Cl)cc2)no1)C(=O)CN(C)S(=O)(=O)c1ccc(Cl)cc1
  A = 0	B = 4	C = -4	D = 2	E = 7	F = 4	G = 3	H = 7	I = 1

Cc1nn(-c2ccccc2)c(C)c1NC(=O)COC(=O)Cc1cccc(C(F)(F)F)c1
  A = 12	B = 9	C = 8	D = 7	E = 1	F = -3	G = 1	H = 3	I = 0

COc1ccc(S(=O)(=O)N2CC3CCCN3c3cc(C(F)(F)F)ccc32)cc1 (centres undefined)
  A = -5	B = 9	C = -6	D = 4	E = 13	F = 4	G = -3	H = 0	I = -1

CC(=O)c1sc(NC(=O)COc2ccc(C(C)C)c(C)c2)nc1C
  A = 5	B = -9	C = 3	D = 4	E = 4	F = 3	G = 4	H = 4	I = 0

CCn1c(SCCOc2ccc(OC)cc2)nnc1C(CO)NC(=O)c1ccc(OC)cc1 (centres undefined)
  A = 0	B = 0	C = 1	D = 3	E = -6	F = -3	G = 5	H = -2	I = 5

Cc1ccc(C)c(NS(=O)(=O)c2c(C)ccc3nsnc23)c1
  A = 9	B = 1	C = 3	D = -2	E = -16	F = -2	G = -2	H = -2	I = 3

CCC(c1nnnn1CCOC)N1CCN(c2cccc(C(F)(F)F)c2)CC1 (centres undefined)
  A = 2	B = 7	C = 6	D = -1	E = -6	F = 1	G = 7	H = 2	I = 4

Cc1ccccc1N=C1c2ccccc2C(=O)C1[N+](=O)[O-] (centres undefined)
  A = 2	B = 10	C = -1	D = 4	E = 7	F = 4	G = 11	H = -2	I = 8

CC1=NNC(=O)C1CC(=O)N/N=C/c1sccc1C (centres undefined)
  A = ·	B = -17	C = ·	D = -3	E = 3	F = 17	G = -4	H = ·	I = 0

CC(=O)N1CCN(S(=O)(=O)c2ccc3c(c2)CC(=O)N3)CC1
  A = 4	B = ·	C = -4	D = 1	E = -11	F = 12	G = 5	H = 2	I = -2

c1ccc(Oc2nnc(-c3cccs3)c3ccccc23)cc1
  A = 6	B = -1	C = 3	D = 4	E = 7	F = 12	G = 1	H = 3	I = 2

CN1CC(=O)N=C1N
  A = 8&3	B = -1&3	C = -2&3	D = 1&3	E = -3&-1	F = 8&13	G = 2&7	H = 4&4	I = -3&-2

COCCCN1CC(=O)N2Cc3[nH]c4ccccc4c3C[C@H]2C1=O
  A = -12	B = 4	C = -7	D = 3	E = 0	F = 10	G = -1	H = 3	I = -2

Cc1ccc(S(=O)(=O)Nc2cccc(C(=O)NCc3ccccn3)c2)cc1F
  A = 8	B = -3	C = 6	D = 7	E = 10	F = -5	G = 0	H = 4	I = -1

O=C(CCCn1c(=S)[nH]c2cc3c(cc2c1=O)OCO3)N1CCN(c2ccc(Cl)cc2)CC1
  A = 1	B = 18	C = 4	D = -7	E = -14	F = -97	G = 11	H = 1	I = 2

CCOC(=O)C(C)Sc1nnc(Cc2cc(=O)[nH]c(=O)[nH]2)n1-c1cccc(OC)c1 (centres undefined)
  A = 5	B = 6	C = 0	D = -3	E = 14	F = -2	G = -4	H = 2	I = -1

An excerpt from above, reduced to LYPLA2 counter, ZTA DNA inh and EBNA-1 inhibitor:
smiles	LYPLA2 counter	ZTA DNA inh	EBNA-1 inhibitor
CC1=NNC(=O)C1CC(=O)N/N=C/c1sccc1C (centres undefined)	-4	3	-17
CC(=O)N1CCN(S(=O)(=O)c2ccc3c(c2)CC(=O)N3)CC1	5	-11	·

(listing goes on)
Labels used below – A = PAFAH1B3 FP inh; B = EBNA-1 inhibitor; C = PAFAH2 inh; D = pPAFAH FP inh; E = ZTA DNA inh; F = PREPL inh; G = LYPLA2 counter; H = PAFAH1B2 inh; I = LYPLA1 counter
Cc1cccc(NC(=O)C2Cc3ccccc3CN2C(=O)OCc2ccccc2)c1C (centres undefined)
  A = 1	B = 5	C = 3	D = 4	E = 10	F = -39	G = -6	H = 3	I = 2

Cc1ccnc(N2CCN(C(=O)CSc3nc4ccccc4nc3N3CCC(C)CC3)CC2)c1
  A = 5	B = -2	C = 4	D = 6	E = 8	F = 16	G = 3	H = 3	I = 0

N#Cc1cc2c(nc1SCc1ccc(Cl)nc1)CCCCC2
  A = 5	B = -1	C = -5	D = 5	E = 5	F = -8	G = 15	H = 2	I = 9

C/C(=N\NC(=O)C1CC1)c1ccc2c(c1)OCCO2
  A = 8	B = -8	C = 3	D = -1	E = 6	F = 5	G = 3	H = 6	I = 0

CCOC(=O)c1csc(NC(=O)CSc2nnnn2-c2cccc(OC)c2)n1
  A = 2	B = -4	C = 0	D = -3	E = 8	F = -7	G = -1	H = -3	I = 1
